Screening data (PubChem BioAssay)
GLP-1R inv ag: acts as inverse agonist at human GLP-1 receptor; HEK293 GLP-1R CRE-luciferase, luminescence, 24 h; GLP-1R form is constitutively active; AID 624417; Potency, µM (top dose mostly 38.3 µM), for inactives: top-dose activity change, negative = inhibition, most hits filed as inhibitors; P43220; actives 1.6% (n = 410,000); also: % is scaled to controls: 0 for no effect and ±100 for the full control effect; nearly all actives have a fitted effect of over 55% in size
Target sequence (P43220 whole entry, looked up): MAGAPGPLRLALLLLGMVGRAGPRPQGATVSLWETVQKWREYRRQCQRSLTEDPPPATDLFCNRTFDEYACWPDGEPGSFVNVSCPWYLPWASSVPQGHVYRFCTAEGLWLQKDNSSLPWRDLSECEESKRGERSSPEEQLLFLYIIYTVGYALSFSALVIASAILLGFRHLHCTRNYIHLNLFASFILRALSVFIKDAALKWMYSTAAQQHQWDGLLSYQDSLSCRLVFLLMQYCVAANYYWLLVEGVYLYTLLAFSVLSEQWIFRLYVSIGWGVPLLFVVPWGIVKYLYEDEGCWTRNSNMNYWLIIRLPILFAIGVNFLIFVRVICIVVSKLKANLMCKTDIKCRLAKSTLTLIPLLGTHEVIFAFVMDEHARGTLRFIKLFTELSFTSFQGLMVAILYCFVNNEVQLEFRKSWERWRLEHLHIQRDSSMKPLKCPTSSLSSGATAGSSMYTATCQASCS
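HEK293 cells stably co-expressing constitutively active GLP-1R and a cAMP-responsive luciferase reporter were seeded in DMEM with 10% Nu serum, given compounds after 12 h, and incubated 24 h at 37 deg C. Luminescence was then read.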
SW480 rereplic: inducers of DNA re-replication in SW480 colon cancer cells; SW480 DNA re-replication, Hoechst DNA content imaging, 48 h; AID 624297; actives 1.8% (n = 340,000); Potency, µM (doses to about 46.1 µM), without a hit: at the highest dose re-replication activation, hits mostly activators; also: % of control where 0% means no effect; nearly all actives have a fitted effect of over 55% in size
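Compounds, transferred as 23 nL by pin tool, were incubated with cells for 48 hr; DNA content per nucleus was then quantified by Hoechst staining and fluorescence plate imaging.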
HEK293 tox: cytotoxicity counter-screen for GLP-1 receptor inverse agonists | HEK293 cAMP-luciferase reporter cells, luminescence, 24 h | Potency, µM (series often up to 38.3 µM), inactives show at the top dose activity change, negative = inhibition, most hits filed as inhibitors | actives 0.13% (n = 410,000) | AID 624418;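 also: loss of luciferase light is scored as toxicity; % is scaled to controls: 0 for no effect and ±100 for the full control effect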
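Quantitative HTS format, 1536 wells, 200 cells/uL seeded. Compounds: 23 nL, 24 h, 37 °C. Detection: luciferase reagent, luminescence at 12 min RT; decreased signal taken as cytotoxic.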
KB-V1 MDR tox: KB-V1 MDR subline cytotoxicity | actives 3.4% (n = 400,000) | KB-V1 MDR cells viability, CellTiter-Glo, 72 h | Potency, µM (highest dose often 46.1 µM), inactives show top-dose activity change, negative = cytotoxicity, hits mostly cytotoxic | AID 1347076; also: % is scaled to controls: 0 for no effect and ±100 for the full control effect; nearly all actives have a fitted effect of over 60% in size
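Compound-treated KB-V1 multidrug-resistant cells, 72 h, 37 degrees C; viability by CellTiter-Glo. Fitted qHTS curves give the values.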
KB-3-1 cytotox: kills parental KB-3-1 adenocarcinoma cells | KB-3-1 viability, CellTiter-Glo ATP luminescence, 72 h | actives 1.4% (n = 400,000) | AID 1347075 | Potency, µM (highest dose often 46.1 µM), for inactives: at the highest dose activity change, negative = cytotoxic, usual class: cytotoxic; also: % is scaled to controls: 0 for no effect and ±100 for the full control effect; nearly all actives have a fitted effect of over 60% in size
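Cells are dispensed, compounds pinned in, plates held at 37 °C for 72 h, then CellTiter-Glo is added and luminescence read after 10 minutes. Cell line: parental KB-3-1 in phenol-red-free DMEM, 10% FBS.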
HT1080 IDH1KD tx: kills HT-1080 cells with IDH1 knockdown; Potency, µM (highest dose often 46.1 µM), inactives show top-dose activity, negative = toxicity, hits mostly cytotoxic; actives 2% (n = 360,000); HT-1080 IDH1 knockdown viability, ATP luminescence, 48 h;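 also: 0% = DMSO wells and -100% = cell-free medium wells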
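Cytotoxicity counter-line: IDH1KD HT-1080, 48 h, CellTiter-Glo. Curves classed by r2, magnitude and activity.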
GLP1R ag: activates the human GLP-1 receptor; P43220; HEK293 GLP-1R CRE-luciferase, luminescence, 4-6 h; cells express a hypersensitive GLP-1R form; Potency, µM (doses to about 45.6 µM), without a hit: top-dose activation, usual class: activators; actives 0.007% (n = 380,000); AID 624172; also: % of control where 0% means no effect
HT1080-NT tox: kills 2HG-producing HT-1080-NT fibrosarcoma cells | actives 1.6% (n = 360,000) | Potency, µM (series often up to 46.1 µM), for the others: at the top dose activity, negative = less viability, usual class: cytotoxic | HT-1080-NT fibrosarcoma viability, CellTiter-Glo ATP luminescence, 48 h;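 also: NT is the 2HG producing partner of a matched IDH1 knockdown line; 0% = DMSO-treated cells and -100% = media-only wells without cells; nearly all actives have a fitted effect of over 55% in size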
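HT-1080-NT; 750 cells/well; 5% FBS RPMI; 48 h compound, 37 degrees C; CellTiter-Glo luminescence; curve fitting and curve-class assignment.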
TDP43 rescue: rescues yeast growth from TDP-43 toxicity; TDP-43 expressing yeast growth rescue, BacTiter-Glo, 24 h; Potency, µM (highest dose often 46.1 µM), inactives show at the top dose growth rescue (activation), actives largely listed as activators; actives 1.8% (n = 410,000); AID 652104; also: % of control where 0% means no effect; nearly all actives have a fitted effect of over 50% in size
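Galactose-induced TDP-43 yeast, OD600=0.02, compound pinned; 24 hr, 30 deg C; BacTiter-Glo luminescence for growth. Inhibitors of TDP-43 toxicity read as activators.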
* = called active by the depositor; & = joins results of further samples; [ ] = remark or other dose. Calls follow the shape of the dose curve; as a rule, active = well fitted curve in the direction sought with a large enough effect; inconclusive = small, poorly fitted or top-dose-only effect, or another doubt; inactive = no such curve, though single readings can be large; an effect the other way counts as inactive or inconclusive. Potency is read from the fitted curve at half-maximal effect. Not a hit list; overall some 9.4% were active at least once.

Start of the listing, in advance, two compounds:
COc1ccc(CCNC(=O)CSc2cc(=O)n(C)c3ccccc23)cc1OC was read as GLP-1R inv ag 34%[activator], HEK293 tox 0%, KB-V1 MDR tox 1%, KB-3-1 cytotox -8% and TDP43 rescue 23%.
Screening Cc1onc(-c2ccccc2Cl)c1C(=O)N1CCN(C=O)CC1 returned GLP-1R inv ag 5%, SW480 rereplic -17%, HEK293 tox 23%, KB-V1 MDR tox 20%, KB-3-1 cytotox 1%, HT1080 IDH1KD tx 17%, GLP1R ag -4%, HT1080-NT tox 13% and TDP43 rescue 13%.

Results, from the first entry:
COc1ccc(CCNC(=O)CSc2cc(=O)n(C)c3ccccc23)cc1OC was read as GLP-1R inv ag 34%[activator], HEK293 tox 0%, KB-V1 MDR tox 1%, KB-3-1 cytotox -8% and TDP43 rescue 23%.
Screening Cc1onc(-c2ccccc2Cl)c1C(=O)N1CCN(C=O)CC1 returned GLP-1R inv ag 5%, SW480 rereplic -17%, HEK293 tox 23%, KB-V1 MDR tox 20%, KB-3-1 cytotox 1%, HT1080 IDH1KD tx 17%, GLP1R ag -4%, HT1080-NT tox 13% and TDP43 rescue 13%.
Screening COc1cccc(-c2cc3nc(NCc4ccc5occc5c4)n(C)c(=O)c3s2)c1 returned GLP-1R inv ag -29%, HEK293 tox 4%, KB-V1 MDR tox -17%, KB-3-1 cytotox 0%, HT1080 IDH1KD tx 0%, GLP1R ag 11%, HT1080-NT tox 23% and TDP43 rescue 22%.
O=C(c1ccccc1Cl)N1CCN(c2ncccn2)CC1 was read as GLP-1R inv ag 3%, SW480 rereplic 0%, HEK293 tox 4%, KB-V1 MDR tox 3%, KB-3-1 cytotox 6%, HT1080 IDH1KD tx 15%, GLP1R ag 2%, HT1080-NT tox 16% and TDP43 rescue 28%.
`O=C(Nc1ccc2c(c1)OCO2)c1sc2cc(Cl)ccc2c1Cl` gave GLP-1R inv ag 25%, SW480 rereplic inconclusive, HEK293 tox 16%, KB-V1 MDR tox 0%, KB-3-1 cytotox -1%, HT1080 IDH1KD tx 21%, GLP1R ag -9%, HT1080-NT tox 16% and TDP43 rescue 11%.
`Clc1ccc(OCc2nc(-c3ccc(-n4cccc4)cc3)no2)cc1` gave GLP-1R inv ag 2%, HEK293 tox -5%, KB-V1 MDR tox 14%, KB-3-1 cytotox 0% and TDP43 rescue 5%.
Screening COc1ccc(OC)c(NC(=O)C2CCCN(S(=O)(=O)c3ccc(-n4cnnn4)cc3)C2)c1 (stereo not given) returned GLP-1R inv ag 15%, SW480 rereplic -6%, HEK293 tox 0%, KB-V1 MDR tox 28%, KB-3-1 cytotox inconclusive, HT1080 IDH1KD tx 6%, GLP1R ag 11%, HT1080-NT tox 4% and TDP43 rescue -4%.
For NS(=O)(=O)c1ccc(NC(NC(=O)c2cccnc2)C(Cl)(Cl)Cl)cc1 (stereo not given) the results were GLP-1R inv ag 0%, SW480 rereplic -4%, HEK293 tox -8%, KB-V1 MDR tox 25%, KB-3-1 cytotox -1%, HT1080 IDH1KD tx 0%, GLP1R ag -4%, HT1080-NT tox 4% and TDP43 rescue 2%.
Screening C[C@]1(OC(=O)/C=C/c2ccccc2)C[C@@H](O)[C@]2(O)C=CO[C@@H](O[C@@H]3O[C@H](CO)[C@@H](O)[C@H](O)[C@H]3O)[C@@H]21 returned GLP-1R inv ag 8%, SW480 rereplic -47%[inhibitor], HEK293 tox 5%, KB-V1 MDR tox 4%, KB-3-1 cytotox 0%, HT1080 IDH1KD tx 4%, GLP1R ag 5%, HT1080-NT tox 22% and TDP43 rescue 8%.
Screening CCC(=O)Nc1nnc(SCC(=O)NCCc2ccc(OC)c(OC)c2)s1 returned GLP-1R inv ag 16%, SW480 rereplic -26%, HEK293 tox 4%, KB-V1 MDR tox inconclusive, KB-3-1 cytotox 2%, HT1080 IDH1KD tx 3%, GLP1R ag -3%, HT1080-NT tox 3% and TDP43 rescue 3%.
For O=C(Cc1ccccc1F)Nc1ccccc1N1CCCC1 the results were GLP-1R inv ag inconclusive, SW480 rereplic -4%, HEK293 tox -11%, KB-V1 MDR tox 4%, KB-3-1 cytotox 4%, HT1080 IDH1KD tx 3%, GLP1R ag 26%, HT1080-NT tox 21% and TDP43 rescue 24%.
For CCN(CC)CCCNc1nc2ccccc2c2nc(-c3ccncc3)nn12 the results were GLP-1R inv ag inconclusive, SW480 rereplic inconclusive, HEK293 tox 0%, KB-V1 MDR tox inconclusive, KB-3-1 cytotox 18µM*, HT1080 IDH1KD tx 16µM*, GLP1R ag 4%, HT1080-NT tox inconclusive and TDP43 rescue -10%.
For N[C@@H](Cc1ccccc1)C(=O)N1CCC(C(=O)NCC(=O)NCC(=O)O)CC1 the results were GLP-1R inv ag -13%, SW480 rereplic -4%, HEK293 tox -9%, KB-V1 MDR tox inconclusive, KB-3-1 cytotox 0%, HT1080 IDH1KD tx -2%, GLP1R ag 0%, HT1080-NT tox 14% and TDP43 rescue 9%.
For COc1ccccc1NC(=O)c1cc(C)nc2ccccc12 the results were GLP-1R inv ag 20%, SW480 rereplic -8%, HEK293 tox -5%, KB-V1 MDR tox 15%, KB-3-1 cytotox 0%, HT1080 IDH1KD tx 1%, GLP1R ag 21%, HT1080-NT tox 3% and TDP43 rescue 20%.
Screening CC(=O)Nc1ccc(C(=O)OCC(=O)NCCC2=CCCCC2)cc1 returned GLP-1R inv ag 1%, SW480 rereplic -2%, HEK293 tox 4%, KB-V1 MDR tox 3%, KB-3-1 cytotox 26%, HT1080 IDH1KD tx 4%, GLP1R ag 0%, HT1080-NT tox 9% and TDP43 rescue 12%.
For N#CC1=C(N)OC2=C(C(=O)CC(c3ccccc3)C2)C1c1cccnc1 (stereo not given) the results were GLP-1R inv ag 52%[activator], SW480 rereplic -1%, HEK293 tox 0%, KB-V1 MDR tox 13%, KB-3-1 cytotox 0%, HT1080 IDH1KD tx 12%, GLP1R ag 19%, HT1080-NT tox 11% and TDP43 rescue 11%.
For CCCn1nnc(NC(=S)NC(=O)c2ccc(-c3ccc(Br)cc3)o2)n1 the results were GLP-1R inv ag -8%, SW480 rereplic -7%, HEK293 tox inconclusive, KB-V1 MDR tox 7%, KB-3-1 cytotox -1%, HT1080 IDH1KD tx 0%, GLP1R ag -6%, HT1080-NT tox -2% and TDP43 rescue 13%.
COc1ccc(CNC(=O)c2c(O)c3cc(OC)c(OC)cc3[nH]c2=O)cc1OC was read as GLP-1R inv ag 46%[activator], SW480 rereplic 0%, HEK293 tox -11%, KB-V1 MDR tox 2%, KB-3-1 cytotox -3%, HT1080 IDH1KD tx 20%, GLP1R ag 0%, HT1080-NT tox 17% and TDP43 rescue 13%.
Screening CCCOc1ccc(Cn2c(O)cc(=O)[nH]c2=O)cc1 returned GLP-1R inv ag -6%, SW480 rereplic -17%, HEK293 tox 2%, KB-V1 MDR tox 4%, KB-3-1 cytotox 23%, HT1080 IDH1KD tx 4%, GLP1R ag -10%, HT1080-NT tox 4% and TDP43 rescue 12%.
For N#CCSc1nccc(-c2cc(Cl)sc2Cl)n1 the results were GLP-1R inv ag 20%, SW480 rereplic -15%, HEK293 tox 1%, KB-V1 MDR tox 8%, KB-3-1 cytotox 0%, HT1080 IDH1KD tx -7%, GLP1R ag 6%, HT1080-NT tox -4% and TDP43 rescue inconclusive.
CCC(C)NC(=O)C1CCN(C(=O)c2ccc(-n3ccc4ccccc43)s2)CC1 (stereo not given) was read as GLP-1R inv ag -15%, HEK293 tox -7%, KB-V1 MDR tox -15%, KB-3-1 cytotox -3% and TDP43 rescue 1%.
CCC(C)NC(=O)Cn1ccc2cc(S(=O)(=O)N3CCCCCC3)ccc21 (stereo not given) was read as GLP-1R inv ag 1%&-4%, SW480 rereplic inconclusive, HEK293 tox 9%&39%, KB-V1 MDR tox inconclusive, KB-3-1 cytotox -1%&-3%, HT1080 IDH1KD tx -14%, GLP1R ag 6%, HT1080-NT tox -11% and TDP43 rescue -17%&-4%.
Cc1ccccc1NC(=O)CSc1nnnn1C was read as GLP-1R inv ag 2%, SW480 rereplic -3%, HEK293 tox 1%, KB-V1 MDR tox 27%, KB-3-1 cytotox 11%, HT1080 IDH1KD tx 23%, GLP1R ag -7%, HT1080-NT tox 12% and TDP43 rescue 11%.
For CCOC(=O)C1(CCc2ccccc2)CCN(C(=O)c2ccoc2)CC1 the results were GLP-1R inv ag inconclusive, SW480 rereplic inconclusive, HEK293 tox 0%, KB-V1 MDR tox inconclusive, KB-3-1 cytotox -2%, HT1080 IDH1KD tx -5%, GLP1R ag 5%, HT1080-NT tox -10% and TDP43 rescue 29%.
N=c1c2c3c(sc2ncn1CCCO)CCCC3 was read as GLP-1R inv ag 10%, SW480 rereplic -1%, HEK293 tox -3%, KB-V1 MDR tox inconclusive, KB-3-1 cytotox -6%, HT1080 IDH1KD tx -8%, GLP1R ag 20%, HT1080-NT tox 1% and TDP43 rescue 11%.
`COc1ccc(OC)c(NC(=O)C2(C)CCN2C(=O)CC2CC2)c1` (stereo not given) gave GLP-1R inv ag 16%, HEK293 tox -4%, KB-V1 MDR tox -4%, KB-3-1 cytotox 0%, HT1080 IDH1KD tx 1%, GLP1R ag 4%, HT1080-NT tox 30% and TDP43 rescue 0%.
For Cc1cc(C)cc(OCC(=O)NN2C(=O)c3ccccc3C2=O)c1 the results were GLP-1R inv ag 13%, SW480 rereplic -4%, HEK293 tox 4%, KB-V1 MDR tox inconclusive, KB-3-1 cytotox -4%, HT1080 IDH1KD tx 14%, GLP1R ag -23%, HT1080-NT tox 2% and TDP43 rescue -4%.
Screening CCc1cc(C(=O)c2ccc(OC)cc2)c(NC(=O)CN2CCCC2)s1 returned GLP-1R inv ag inconclusive, SW480 rereplic 12%, HEK293 tox -20%, KB-V1 MDR tox -22%, KB-3-1 cytotox 3%, HT1080 IDH1KD tx 2%, GLP1R ag 1%, HT1080-NT tox -4% and TDP43 rescue 24%.
